Screens as filed in PubChem.
DAX1 inh-1: DAX1 (NR0B1) inhibition, primary screen. HEK293T StAR-luciferase reporter, SF-1/DAX-1 repression relief. inhibition, % at 6.8 µM. hit rate 1.1% among 370,000. AID 652010;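 active = inhibition above the mean over all tested compounds plus 3 SD, cut at about 3.6% in these data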;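 note: 0% = DAX-1 cells with DMSO and 100% = cells lacking DAX-1 with DMSO; higher inhibition means more luminescence from relief of DAX-1 repression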
hcDAF-12 act: H. contortus DAF-12 activation, primary screen; HEK293 hcDAF-12 lit1-tk-luc reporter, luminescence; 0% DMSO, 100% Δ7-dafachronic acid; activation, % at 6.8 µM; hit rate 1.4% among 370,000; AID 652067;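 active = activation above the mean of all tested compounds plus 3 SD, cut at about 5.5% in these data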;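 note: 100% = response to 3 µM Δ7-dafachronic acid high control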
NR1D1 modulator: modulates human Rev-erb alpha binding to DNA. P20393. Rev-erbα–FITC-DNA binding, fluorescence polarization, 90 min. activity, % at 10 µM. hit rate 0.79% among 370,000. AID 1259318;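 active = activity above about 14%, limit read from the data; passing the limit was not always enough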;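 note: 0% = DMSO wells with 35 nM protein and 100% = DMSO wells with 750 nM protein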
PLCg1 inh: blocks human PLC-gamma1 enzyme activity | hit rate 0.84% among 370,000 | inhibition, % at 12.2 µM | purified PLC-gamma1, fluorogenic substrate, fluorescence | AID 720700; in the data active = inhibition above about 9.5%
ADAM17 inh: inhibits human ADAM17; inhibition, % at 6.95 µM; recombinant ADAM17, EDANS/DABCYL FRET peptide cleavage; P78536; hit rate 0.83% among 370,000;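 active = inhibition above the mean of compounds lying between control limits plus 3 SD, set per campaign, cut at about 8.5% in these data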;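 note: 0% = DMSO-only wells as the low control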
SMARCA2 activ: SMARCA2 function activation, primary screen; MG213 cells, MMTV-luciferase reporter, dexamethasone, overnight; activation, % at 9.1 µM; hit rate 1% among 370,000; in the data active = activation above about 7.8%;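 note: 0% = vehicle wells and 100% = reference activator wells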
ssDAF12 agonist: S. stercoralis DAF-12 activation, primary screen | HEK293 ssDAF-12/GRIP1 lit1-tk-luc reporter, luminescence; % of 3 µM dafachronic acid response | activation, % at 6.8 µM | hit rate 1% among 370,000;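 active = activation above the mean over all tested compounds plus 3 SD, cut at about 0.9% in these data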;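 note: 0% = DMSO-only wells and 100% = 3 µM delta7-dafachronic acid wells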
PLCb3 inh: blocks human PLC-beta3 enzyme activity; Q01970; Purified PLC-beta3, fluorogenic substrate, fluorescence; inhibition, % at 12.2 µM; hit rate 0.18% among 370,000; in the data active = inhibition above about 11%;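 note: 0% = median of compound wells on plate and 100% = full blocker control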
MBD2 DNA inh: MBD2-methylated oligo binding inhibition; Q9UBB5; hit rate 0.31% among 370,000; TR-FRET, MBD2 binding to methylated oligonucleotide; AID 686964; inhibition, % at 4.4 µM; in the data active = inhibition above about 13%
Target sequence (Q9UBB5 whole entry, looked up): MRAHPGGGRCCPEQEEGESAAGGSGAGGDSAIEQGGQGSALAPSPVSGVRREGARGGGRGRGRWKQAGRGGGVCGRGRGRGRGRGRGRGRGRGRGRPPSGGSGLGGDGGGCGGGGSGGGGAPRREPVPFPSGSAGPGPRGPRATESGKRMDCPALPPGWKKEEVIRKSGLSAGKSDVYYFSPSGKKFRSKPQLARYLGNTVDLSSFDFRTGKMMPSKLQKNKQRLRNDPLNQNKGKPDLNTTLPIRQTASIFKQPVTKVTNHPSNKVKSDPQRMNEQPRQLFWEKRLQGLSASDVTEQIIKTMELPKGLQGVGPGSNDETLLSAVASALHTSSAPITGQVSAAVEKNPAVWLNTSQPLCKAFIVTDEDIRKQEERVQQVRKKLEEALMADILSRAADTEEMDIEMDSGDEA
DAX1 inh-2: NR0B1 (DAX1) inhibition; inhibition, % at 6.75 µM; hit rate 0.99% among 340,000; AID 504766; HEK293 Gal4-DAX1 luciferase reporter, luminescence;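 active = inhibition above the mean over all tested compounds plus 3 SD, cut at about 4.2% in these data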;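 note: 0% = DAX1-transfected cells with DMSO and 100% = empty-vector control cells with DMSO; inhibition shows as a rise in luminescence from relieved DAX1 repression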
Target sequence (P51843 207-470 limits assumed): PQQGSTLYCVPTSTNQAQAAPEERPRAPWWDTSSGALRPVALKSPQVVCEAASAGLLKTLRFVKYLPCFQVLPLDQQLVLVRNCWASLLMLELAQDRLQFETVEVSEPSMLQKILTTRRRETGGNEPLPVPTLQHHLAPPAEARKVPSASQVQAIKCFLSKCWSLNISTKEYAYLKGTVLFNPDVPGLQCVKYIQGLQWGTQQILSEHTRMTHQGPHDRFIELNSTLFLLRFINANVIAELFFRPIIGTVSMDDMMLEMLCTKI
hgDAF-12 ag: hgDAF-12 agonism, primary luciferase screen | HEK293 GAL4-hgDAF12 UAS-luciferase reporter, agonist luminescence; normalized to butyrate control | activation, % at 6.8 µM | hit rate 1.8% among 370,000;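 active = activation above a cutoff set at the mean of all screened compounds plus 3 SD, cut at about 10% in these data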;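 note: 0% = DMSO wells and 100% = sodium butyrate wells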
An asterisk follows results filed as active; i = inactive; · = no result given.

No. | molecule | ADAM17 inh | DAX1 inh-1 | PLCb3 inh | DAX1 inh-2 | ssDAF12 agonist | NR1D1 modulator
1 | COC(=O)[C@H](C)N1C/C=C\COc2c(Cl)cc(Cl)cc2S1(=O)=O | -3 | -0.6 | -1 | 0.1 | -1.2 | -3
2 | CCOC(=O)c1c(NC(C)=O)no[n+]1[O-] | -10 | 0.0 | 1 | 0.4 | -1.1 | 1
3 | NC(=O)C1CC(=O)N(c2ccc(OCc3c(Cl)cccc3Cl)cc2)C1 (stereo not given) | 0 | -0.7 | 1 | 1.8 | -1.6 | -2
4 | COc1ccc(OCC(Cn2cnc3ccccc32)OC(C)=O)cc1 (stereo not given) | 0 | 0.1 | -7 | -1.6 | -1.2 | 0
5 | Cc1cc(C)nc(SCC(=O)Nc2ccnc3ccccc23)n1 | 1 | -4.8 | -1 | -3.2 | -3.0 | -3
6 | CCC(=O)N1CCN(c2nc(C)nc3sc(C)c(C)c23)CC1 | -2 | 0.6 | 2 | 0.1 | -0.9 | -5
7 | CC1CN(S(=O)(=O)c2cccc(C(F)(F)F)c2)C(C)N1C(=O)N1CCOCC1 (stereo not given) | 0 | 0.3 | -4 | 1.5 | -0.6 | 2
8 | C=CC[C@]12C=C(OC)C(=O)C(OC)=C1O[C@@H](c1ccc3c(c1)OCO3)[C@H]2C | -2 | -0.1 | 2 | 2.9 | -1.4 | -5
9 | O=C(Cc1ccc(NC2=NC3CS(=O)(=O)CC3S2)cc1)NCc1ccc(Cl)cc1 (stereo not given) | 2 | -0.1 | 1 | 0.2 | -0.6 | 4
10 | CC1CCN(C(=O)COC(=O)c2cc3ccccc3oc2=O)CC1 | -34 | -0.2 | -20 | -1.1 | -0.9 | -1

No. | hgDAF-12 ag | SMARCA2 activ | hcDAF-12 act | MBD2 DNA inh | PLCg1 inh
1 | 2.9 | -3 | -0.4 | 3 | 2
2 | 0.6 | 0 | -0.3 | 2 | 0
3 | -3.0 | 8.7* | -1.5 | 5 | -2
4 | 1.3 | -2 | -0.1 | 4 | 0
5 | -8.0 | -5 | -3.9 | 1 | 2
6 | -2.2 | -2 | -2.8 | -4 | -2
7 | 1.8 | -2 | -0.1 | -2 | -1
8 | -1.2 | 3 | 1.2 | -4 | 0
9 | 2.2 | -2 | 1.3 | -10 | 11*
10 | 0.7 | 2 | -0.5 | -3 | -16

(cont.)
No. | molecule | ADAM17 inh | DAX1 inh-1 | PLCb3 inh | DAX1 inh-2 | ssDAF12 agonist | NR1D1 modulator
11 | CN(C)C(CNC(=O)c1cccc(C(F)(F)F)c1)c1ccco1 (stereo not given) | -1 | -0.1 | -8 | -0.7 | -0.5 | 1
12 | CCOC(=O)CCCNC(=O)COC(=O)c1cc(C)cc(C)c1 | -2 | -0.1 | 2 | -0.5 | -1.1 | 0
13 | C=CCSc1nccc(-c2nn(-c3ccc(C)cc3)ccc2=O)n1 | -32 | -2.0 | -169 | -2.6 | -1.2 | -4
14 | CN(CCc1ccccc1)C(=O)c1cc2ccccn2n1 | -2 | 1.0 | 7 | · | -0.5 | -4
15 | CC(C)(C)n1nnnc1C(c1ccncc1)N(Cc1ccccc1)Cc1ccco1 (stereo not given) | -1 | -0.6 | -6 | -0.7 | -0.8 | -3
16 | CCCCNC1=C(Br)C(=O)CC(C)(C)C1 | 0 | -0.4 | 4 | 0.1 | -1.2 | 1
17 | Cc1ccc(S(N)(=O)=O)c(C)c1-n1cnnn1 | -4 | 1.3 | 3 | -0.6 | -1.6 | 0
18 | CCCC(=O)NCCc1nc2cc([N+](=O)[O-])ccc2n1C | 2 | -0.1 | 7 | -0.3 | -0.8 | 2
19 | COc1ccccc1-n1cc(CN2CCCC(CO)(Cc3cccc(Cl)c3)C2)cn1 (stereo not given) | -1 | -0.4 | 4 | 1.3 | -0.9 | -5
20 | CC(=O)NCCC(=O)N1CCCC(CNC(=O)c2ccc(-c3ccccc3)cc2)C1 (stereo not given) | -5 | -0.6 | 2 | -0.6 | -1.2 | -2

No. | hgDAF-12 ag | SMARCA2 activ | hcDAF-12 act | MBD2 DNA inh | PLCg1 inh
11 | 1.6 | 0 | 0.6 | 0 | -1
12 | 0.5 | -3 | -2.1 | 0 | -2
13 | 0.4 | 1 | -2.0 | -2 | -132
14 | 7.2 | 8.2* | 1.5 | -3 | -1
15 | 0.5 | -2 | -0.5 | -10 | -6
16 | 1.0 | 0 | -0.9 | -3 | 1
17 | 0.6 | 4 | -1.4 | -5 | 0
18 | -3.1 | -2 | 0.9 | -2 | 1
19 | 0.8 | 5 | -0.8 | 2 | -1
20 | 0.3 | -2 | -0.5 | -6 | 0

The listing continues:
No. | molecule | ADAM17 inh | DAX1 inh-1 | PLCb3 inh | DAX1 inh-2 | ssDAF12 agonist | NR1D1 modulator
21 | Cc1ccsc1/C=c1\sc2ncnn2c1=O | -5 | 0.3 | -5 | 0.3 | -0.7 | 0
22 | O=C(COC(=O)/C=C/c1ccc(Cl)c(Cl)c1)NC1CC1 | -8 | 0.6 | -7 | 0.1 | -1.2 | 2
23 | Cc1cc(C)nc(SCc2ccc(Cl)cc2)n1 | 0 | 0.2 | -2 | 0.2 | -0.3 | 8
24 | NC(=O)NC(=O)C(OC(=O)CCNS(=O)(=O)c1ccccc1)c1ccccc1 (stereo not given) | 0 | -0.3 | 4 | 0.5 | -0.4 | -4
25 | O=C(N/N=C/c1ccco1)C(O)c1ccccc1 (stereo not given) | -5 | -0.1 | -2 | 2.9 | -1.2 | 6
26 | COC(=O)C1C(=O)c2c(C)noc2CC1(C)C (stereo not given) | 1 | -0.8 | -2 | 1.7 | -1.7 | -1
27 | O=C(c1cccc(Oc2c(Cl)cccc2[N+](=O)[O-])c1)N1CCOCC1 | 1 | -1.3 | -7 | 0.7 | -1.9 | -1
28 | COc1cccc(NC(=S)Nc2cc(C(=O)O)ccc2N2CC3CC(C2)c2cccc(=O)n2C3)c1 (stereo not given) | 0 | 0.6 | -4 | 0.6 | 0.0 | -4
29 | COC(=O)CNC(=O)CSc1nc(N)cc(=O)[nH]1 | -5 | 0.1 | 1 | -0.5 | -1.6 | 3
30 | O=c1[nH][nH]c2c1[C@H](CCc1cccc(Cl)c1)O[C@H](CCc1ccccc1)C2 | 4 | -0.3 | -3 | · | -1.1 | -2

No. | hgDAF-12 ag | SMARCA2 activ | hcDAF-12 act | MBD2 DNA inh | PLCg1 inh
21 | 14* | 0 | 0.5 | 0 | -6
22 | 1.1 | -1 | -1.1 | 1 | 0
23 | -0.4 | 1 | -2.1 | 10 | -2
24 | 0.9 | -1 | 0.1 | -2 | -2
25 | -0.8 | -2 | -0.8 | 1 | -1
26 | -3.3 | -1 | -0.7 | 0 | 3
27 | -0.2 | -2 | -1.7 | 1 | 0
28 | 1.1 | -1 | 3.2 | -1 | -3
29 | -1.5 | -4 | -1.9 | -5 | -3
30 | -2.2 | -2 | -1.4 | -3 | -2

(next part)
No. | molecule | ADAM17 inh | DAX1 inh-1 | PLCb3 inh | DAX1 inh-2 | ssDAF12 agonist | NR1D1 modulator
31 | CC(C)(O)CC[C@@H](O)[C@](C)(O)[C@H]1CC[C@@]2(O)C3=CC(=O)[C@@H]4C[C@@H](O)[C@@H](O)C[C@]4(C)[C@H]3CC[C@]12C | -5 | -0.5 | 2 | -0.6 | -1.0 | -5
32 | CC(=O)c1cccc(NC(=O)Nc2cccnc2)c1 | -3 | -1.1 | -3 | -0.2 | -0.8 | -1
33 | Cc1ccc(CCNC(=O)C2CCCN(S(=O)(=O)c3cccc4nsnc34)C2)cc1 (stereo not given) | -3 | 0.7 | 3 | 0.5 | -1.2 | 0
34 | Cc1ccc(C)c(C(=O)COC(=O)c2cc(S(=O)(=O)N3CCOCC3)ccc2F)c1 | 0 | -1.2 | -5 | 0.8 | -0.3 | -7
35 | O=C1c2ccccc2C(=O)N1CCCn1nnc(-c2ccc(N3CCOCC3)cc2)n1 | -2 | -0.5 | 4 | -0.2 | -2.3 | 2
36 | O=C(c1ccccc1Sc1ccccc1[N+](=O)[O-])N1CCCCC1 | -2 | 0.5 | -5 | 0.1 | -2.0 | -4
37 | C=CCN(C(=O)c1ccccc1)c1ccc(OC)cc1 | -2 | -1.2 | 2 | 3.3 | -1.5 | 0
38 | O=C(c1ccc(F)cc1)c1c[nH]c(C(=O)NCc2ccco2)c1 | 0 | -1.2 | 1 | 0.2 | -1.2 | 4
39 | Cc1ccccc1C[n+]1cccc2ccccc21 | -2 | -0.5 | 1 | -0.4 | -1.7 | 1
40 | O=S(=O)(c1ccc(-c2cn3ccccc3n2)cc1)N1CCOCC1 | i | -0.3 | i | 0.1 | -1.1 | -1

No. | hgDAF-12 ag | SMARCA2 activ | hcDAF-12 act | MBD2 DNA inh | PLCg1 inh
31 | 1.9 | -1 | -1.0 | -4 | -2
32 | 3.3 | -4 | -3.4 | 3 | 0
33 | 2.2 | -2 | -1.5 | -2 | 1
34 | 3.1 | -2 | -1.1 | 1 | 3
35 | -1.7 | -6 | -1.0 | -3 | 2
36 | -0.1 | 2 | -0.8 | 6 | 1
37 | 1.4 | 4 | -0.8 | 1 | 6
38 | 2.0 | 2 | -2.4 | -4 | 1
39 | -0.8 | 0 | -2.2 | -1 | 2
40 | -0.1 | -2 | -0.1 | -2 | i

Remaining list, next part.
No. | molecule | ADAM17 inh | DAX1 inh-1 | PLCb3 inh | DAX1 inh-2 | ssDAF12 agonist | NR1D1 modulator
41 | CC(C)Oc1ccc(Cc2cnc(=S)[nH]c2N)cc1 | -1 | 0.1 | -5 | 2.4 | -1.1 | 5
42 | CC1CCN(CC(=O)Nc2ccc(S(=O)(=O)N3CCC(C)CC3)cc2)CC1 | 0 | -0.2 | -5 | 0.3 | -2.1 | 1
43 | CC(=O)N1C(=O)/C(=C2\SC(=S)N(NC(=O)c3ccc(O)cc3)C2=O)c2ccccc21 | -17 | 0.3 | -17 | 1.3 | -0.2 | -3
44 | Cc1ccc(/C=N/n2c(C3CCCCC3)n[nH]c2=S)s1 | -2 | 0.4 | -3 | 0.0 | -1.2 | 2
45 | Cc1cc(C(=O)N2CCC(C)(C(=O)NS(=O)(=O)C3CC3)C2)n(C(C)(C)C)n1 (stereo not given) | -2 | 1.2 | 1 | · | -0.6 | -2
46 | Cc1cnc(C(=O)OCC(=O)Nc2cc(-c3cc(C)c(C)cc3C)nn2-c2ccccc2)cn1 | 0 | 0.0 | -1 | -0.6 | -1.0 | 0
47 | CC(=O)Nc1ccc(S(=O)(=O)NCCC(=O)N2CCc3ccccc32)cc1 | 3 | -0.5 | -3 | 0.6 | -0.9 | 3
48 | CC1(c2ccccc2)NC(=O)N(CC(=O)NNC(=O)c2cccc(Cl)c2)C1=O (stereo not given) | -5 | -1.7 | -13 | -0.2 | -1.1 | 2

No. | hgDAF-12 ag | SMARCA2 activ | hcDAF-12 act | MBD2 DNA inh | PLCg1 inh
41 | -2.2 | 2 | -1.3 | 2 | -1
42 | -1.4 | -3 | -3.4 | -2 | 9
43 | -2.0 | -1 | 8.3* | -7 | -19
44 | -1.1 | -3 | 0.2 | 4 | 0
45 | -0.2 | -1 | 1.2 | 2 | -1
46 | 0.4 | 0 | -1.3 | -4 | -1
47 | 0.7 | -2 | 0.3 | -2 | 0
48 | -1.3 | -3 | -0.8 | -1 | 3

Random draw from the library; overall some 7.4% were active at least once.
